hERG rescue – compounds protecting human hERG from proarrhythmic drug block | CHO-hERG, FluxOR thallium flux, dofetilide IC70 present | activation (rescue from dofetilide block), less the hit threshold, % at 10 µM | 310,000 tested, 0.51% active | AID 1511;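 active means activation above the mean of controls blocked by dofetilide plus 5 SD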;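 further: thallium influx through hERG after potassium depolarization seen as dye fluorescence rise; in these data hits start at about 4.7%; inactives centre near -7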
TMEM16A inh – mouse TMEM16A channel inhibition, primary screen | Q8BHY3 | 310,000 tested, 1.2% active | HEK293 TMEM16A/YFP iodide influx fluorescence, ionomycin | AID 588511 | normalized B-score (activity score, 25-100; higher = stronger inhibition) at 10 µM;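 active means ratio plate-corrected score three or more library SD toward inhibition, starting fluorescence score within five deviations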;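 further: score derived from kinetic fluorescence span divided by baseline fluorescence per well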
RGS4 act – potentiators or activators of RGS4 | HEK293 M3R/inducible RGS4, carbachol calcium flux Fluo4; stronger effect = lower value | B-score at 10 µM | 310,000 tested, 0.92% active;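 active means B-score of the integrated calcium signal more than 4 SD below the library mean, with starting fluorescence not abnormally high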;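 further: negative B-score means reduced calcium response which marks RGS4 activation or potentiation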
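Material: Inducible-RGS4 HEK293 cells carrying M3 receptor; also added: carbachol at ECmax as muscarinic agonist stimulus; incubation: compound preincubation 20 min at room temperature before agonist; signal: Fluo4-AM (2 µM) calcium-flux fluorescence, kinetic read; measure: integrated calcium ratio converted to B score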
KCNQ1 block – human KCNQ1 channel inhibition; P51787; CHO-K1 KCNQ1, FluxOR thallium flux fluorescence; stronger effect = higher value; B-score at 10 µM; 310,000 tested, 1.3% active; AID 2642;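 active means compounds whose thallium flux B-score, printed positive for inhibition, exceeds three library SD while starting fluorescence stays within three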;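 further: channel opened by potassium depolarization with thallium stimulus after 20 min compound exposure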
RGS4 inh – human RGS4 inhibition. HEK293 M3R/RGS4 inducible, Fluo-4 calcium flux; stronger effect = higher value; triggered by carbachol at its EC20. AID 463165. 310,000 tested, 0.45% active. P49798. B-score at 10 µM;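 active means B-score, a plate-corrected calcium signal, over three deviations above library mean, with baseline fluorescence within five deviations of library mean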;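 further: RGS4 expression induced by doxycycline in cells with stable M3 receptor; B-score is computed from the integrated fluorescence ratio over baseline after carbachol; higher B-score means a larger calcium signal and so more RGS4 inhibition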
Target sequence (P49798 whole entry, looked up): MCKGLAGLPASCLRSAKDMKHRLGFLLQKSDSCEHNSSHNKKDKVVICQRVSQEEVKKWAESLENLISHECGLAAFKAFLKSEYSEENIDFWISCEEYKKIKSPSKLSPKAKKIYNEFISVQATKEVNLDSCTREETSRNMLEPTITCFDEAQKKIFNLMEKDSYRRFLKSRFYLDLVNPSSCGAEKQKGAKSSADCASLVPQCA
TMEM16A act – activates or potentiates the mouse TMEM16A chloride channel. Q8BHY3. HEK293 TMEM16A/YFP-H148Q/I152L, iodide quench fluorescence; stronger effect = lower value. B-score at 10 µM. 340,000 tested, 0.3% active. AID 623877;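 active means fluorescence-ratio B-score plate-corrected deviation score at least 3 library SD below zero, with starting fluorescence score within 5 deviations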;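 further: channel opened by trigger with iodide after compound preincubation; score built on the fluorescence ratio of max minus min over baseline; more negative score means more quench and so TMEM16A activation or potentiation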
KCNK3 inh – human KCNK3 channel inhibition, primary screen | CHO-KCNK3 thallium flux, FluxOR fluorescence; stronger effect = lower value | B-score at 10 µM | 340,000 tested, 0.84% active | AID 602410;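 active means B-score under library mean minus 4 SD, starting fluorescence ratio at most library mean plus 5 SD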;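 further: more negative B-score means stronger inhibition of thallium flux through KCNK3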
Target sequence (O14649 whole entry, looked up): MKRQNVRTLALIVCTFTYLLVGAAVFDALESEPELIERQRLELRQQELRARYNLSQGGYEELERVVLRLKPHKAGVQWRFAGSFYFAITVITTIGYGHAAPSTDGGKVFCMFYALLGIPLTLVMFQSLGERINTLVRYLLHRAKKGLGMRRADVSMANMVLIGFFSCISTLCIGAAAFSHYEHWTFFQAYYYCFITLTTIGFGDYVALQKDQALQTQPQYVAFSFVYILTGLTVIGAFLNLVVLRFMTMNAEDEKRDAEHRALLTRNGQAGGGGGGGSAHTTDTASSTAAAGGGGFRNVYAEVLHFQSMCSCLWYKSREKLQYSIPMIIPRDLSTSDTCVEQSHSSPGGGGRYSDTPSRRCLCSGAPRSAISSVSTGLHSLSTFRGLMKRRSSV
KCNQ1 pot – potentiates or activates the human KCNQ1 potassium channel. P51787. AID 2648. B-score at 10 µM. CHO-K1 KCNQ1, thallium flux FluxOR fluorescence; stronger effect = higher value. 310,000 tested, 0.35% active;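 active means fluorescence ratio B-score, a plate-corrected score, at least three library SD, with initial intensity B-score within 5 SD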
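Schedule – 37 °C overnight plating, 90-min dark dye load, 20-min compound pretreatment · System – stable KCNQ1 CHO-K1 line · Probe or stimulus – thallium- and potassium-containing depolarizing buffer · Measured by – kinetic FluxOR fluorescence, 10 s baseline plus 110 s post-stimulus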
MrgX1 ag – activates human MrgX1 receptor signaling. Q96LB2. B-score at 10 µM. MrgX1-HEK293 cells, Fluo-4 calcium fluorescence, agonist mode; stronger effect = higher value. 310,000 tested, 0.44% active. AID 588627;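 active means calcium response B-score plate-corrected fluorescence ratio at least 3 library SD, with starting fluorescence B-score inside 5 SD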
Target sequence (Q96LB2 whole entry, looked up): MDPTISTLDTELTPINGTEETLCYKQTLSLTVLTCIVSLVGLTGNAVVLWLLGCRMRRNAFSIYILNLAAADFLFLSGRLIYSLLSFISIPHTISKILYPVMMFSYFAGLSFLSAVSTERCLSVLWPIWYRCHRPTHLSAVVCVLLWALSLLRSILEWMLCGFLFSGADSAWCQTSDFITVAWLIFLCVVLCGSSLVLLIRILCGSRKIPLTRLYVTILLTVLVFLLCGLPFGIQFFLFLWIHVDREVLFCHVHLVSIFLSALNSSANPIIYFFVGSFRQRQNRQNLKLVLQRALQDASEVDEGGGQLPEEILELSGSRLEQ
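System: HEK293 cells stably expressing human MrgX1 receptor; Dosing: test compound in the initial addition of three; Schedule: overnight plating, then 30 min 37 °C plus 30 min room-temperature dye loading; Detection: kinetic calcium dye fluorescence, Fluo-4 NW; Controls: per-plate positive and negative controls for Z′ factor.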
MrgX1 PAM – human MrgX1 positive allosteric modulation, primary screen. Q96LB2. MrgX1-HEK293, Fluo-4 calcium flux, FDSS; stronger effect = higher value. B-score at 10 µM. 310,000 tested, 0.63% active;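 active means plate-corrected calcium response at least 3 library SD above typical, normal starting fluorescence, not activating the receptor alone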;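 further: compound read alongside a low EC10 to EC30 dose of BAM8-22 agonist; peak minus trough fluorescence over baseline measured at the second addition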
KCNK9 inh – inhibitors of human KCNK9 two-pore domain potassium channel; 310,000 tested, 1.2% active; Q9NPC2; B-score at 10 µM; HEK293 KCNK9, FluxOR thallium flux fluorescence; stronger effect = lower value;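 active means ratio B-score over 3 SD below the library mean, with starting fluorescence within 5 SD of its mean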;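 further: negative B-score means less thallium flux so channel inhibition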
Numbers without * were called inactive; i = inactive; · = not tested or not shown. Only part of the results is shown, so the mix of outcomes need not match the whole.

Screens in order – hERG rescue | TMEM16A inh | RGS4 act | KCNQ1 block | RGS4 inh | TMEM16A act | KCNK3 inh | KCNQ1 pot | MrgX1 ag | MrgX1 PAM | KCNK9 inh
> COC(=O)C1=C(c2cc3ccccc3s2)C[C@@H]2CC[C@H]1N2C(=O)NCC1CC1
→ -8 | i | i | i | i | i | i | i | i | i | i
> O=C(N=Nc1c(O)[nH]c(=O)[nH]c1=O)C1COc2ccccc2O1 (centres undefined)
→ -3 | i | i | i | i | i | i | i | i | i | i
> CC1(C)CC(=O)C=C(NCCN2CCN(C(=O)Cc3ccc(Cl)cc3)CC2)C1
→ -11 | i | i | i | i | i | i | i | i | i | i
> CCN(CC)c1ccc(/C=C2/C(=O)NC(=O)N(CC3CCCO3)C2=O)cc1 (centres undefined)
→ -4 | i | i | i | i | i | i | i | i | i | i
> CCCCn1c(=O)c(C=Nc2cc([N+](=O)[O-])ccc2OC)c(O)n(CCCCl)c1=O
→ -4 | i | i | i | i | i | i | i | i | i | i
> CCN(CC)CCCN=Cc1c(O)n(-c2cccc(C)c2C)c(=O)[nH]c1=O
→ -6 | i | i | i | i | i | i | i | i | i | i
> COC(=O)c1c(C)n(Cc2ccccc2)c2ccc(O)cc12
→ -10 | i | i | i | i | i | i | i | i | i | i
> CC1=CC2/C=C(\C)CCC(O)C(O)/C=C/C(=O)C23C(=O)NC(CC(C)C)C3C1C (centres undefined)
→ -12 | i | i | i | i | i | i | 10* | i | i | i
> O=C(O)c1nn(Cc2ccc(Cl)cc2Cl)c2ccccc12
→ -11 | i | i | i | i | i | i | i | i | i | i
> COc1ccc(NC(=O)CN2CC=C(c3ccccc3)CC2)cc1S(=O)(=O)N1CCOCC1
→ -3 | i | i | i | i | i | i | i | i | i | i
> COc1cccc(C(=O)C2CCCN(Cc3ccccn3)C2)c1 (centres undefined)
→ -5 | i | i | i | i | i | i | i | i | i | i
> CCCCn1c(O)c(C(C)=NCc2cccnc2)c(=O)[nH]c1=O
→ -9 | i | i | i | i | i | i | i | i | i | i
> Cn1cc(C(O)CN2CCCCC2)c2ccccc21 (centres undefined)
→ -5 | i | i | i | i | i | i | i | i | i | i
> CCOP(=O)(OCC)c1cccc(OP(=O)(c2cccc([N+](=O)[O-])c2)c2cccc([N+](=O)[O-])c2)c1
→ -4 | i | i | i | i | i | i | i | i | i | i
> Cn1c(O)c(C=NCCCN2CCCC2=O)c(=O)n(C)c1=O
→ -6 | i | i | i | i | i | i | i | i | i | i
> COC(=O)C1C2c3ccccc3C(c3ccccc32)C1C(=O)OC (centres undefined)
→ -15 | i | i | i | i | -8.8* | i | i | i | i | i
> Clc1ccccc1CN1CCN(c2ccccc2)CC1
→ -9 | i | i | i | i | i | i | i | i | i | i
> O=c1cccc2n1CC1CC2CN(S(=O)(=O)c2ccc(F)cc2)C1 (centres undefined)
→ -4 | i | i | i | i | i | i | i | i | i | i
> Cc1c(C(=O)N2CCC3(CC2)OCCO3)sc2ncnc(N3CCN(c4ccccn4)CC3)c12
→ · | i | · | · | · | i | i | · | i | i | ·
> CN1CCN(C(=O)COc2ccc3ccccc3c2Br)CC1
→ -7 | i | i | i | i | i | i | i | i | i | i
> O=C1CCCC2C3CCCN4CCCC(CN12)C34 (centres undefined)
→ -6 | i | i | i | i | i | i | i | i | i | i
> Cc1ccc(NP(=O)(Nc2ccc(C)cc2)Oc2ccccc2)cc1
→ -14 | i | i | i | i | i | i | i | i | i | i
> Cn1ncnc2c(=O)n(C)c(=O)nc1-2
→ -9 | 25* | i | i | i | i | i | i | i | i | i
> C[C@H](NC(=O)N1C[C@H]2C[C@@H](C1)c1cccc(=O)n1C2)C(=O)Nc1cccc(F)c1
→ -5 | i | i | i | i | i | i | i | i | i | i
> O=c1c2ccccc2nc(/C=C/c2ccc3c(c2)OCO3)n1-c1ccccc1
→ -12 | i | i | i | i | i | i | i | i | i | i
> COc1nc(NC(C)C)nc(NC(C)C)n1
→ -4 | i | i | i | i | i | i | i | i | i | i
> C/C(=N\N1CCCCCC1)c1c(O)n(-c2ccc(C)cc2)c(=O)[nH]c1=O
→ -3 | i | i | i | i | i | i | i | i | i | i
> c1cc2c(cc1CCNC1C3CC4CC(C3)CC1C4)OCO2 (centres undefined)
→ -5 | i | i | 6* | i | i | i | i | i | i | i
> CCCC(=O)Nc1ccc(N2CCN(CC)CC2)c(Cl)c1
→ -12 | i | i | i | i | · | i | i | i | i | i
> CC(=NCCCN1CCOCC1)c1c(O)[nH]c(=O)[nH]c1=O
→ -8 | i | i | i | i | i | i | i | i | i | i
> Cc1ccc2occ(CN3CC4CC(C3)c3cccc(=O)n3C4)c(=O)c2c1 (centres undefined)
→ -3 | i | i | i | i | i | i | i | i | i | i
> CCOC(=O)Cn1cc(C=C2C(=O)N(C)C(=O)N(C)C2=O)c2ccccc21
→ -4 | i | i | i | i | i | i | i | i | i | i
> CN[C@@H]1C[C@@H](c2ccc(Cl)c(Cl)c2)c2ccccc21
→ -19 | 25* | i | i | i | · | · | i | i | i | i
> CC(C)c1ccc(N2C(=O)NC(=O)/C(=C/C=C/c3ccco3)C2=O)cc1
→ 0 | i | i | i | i | i | i | i | i | i | i
> C=CC[N+]1(C)C2CCC1CC(O)C2 (centres undefined)
→ 6.2* | i | i | i | i | i | i | i | i | i | i
> CSc1ccc(CN2CCN(c3ccccc3C)CC2)cc1
→ -10 | i | i | i | i | i | i | i | i | i | i
> CCCNS(=O)(=O)c1ccc(OCC(=O)N2CCN(C)CC2)cc1
→ 1 | i | i | i | i | i | i | i | i | i | i
> O=P(Nc1cccnc1)(Oc1ccccc1)Oc1ccccc1
→ -7 | i | i | i | i | i | i | i | i | i | i
> Cc1ccc(C)c(NC(=O)CSc2nnc([C@@H](N)Cc3c[nH]c4ccccc34)o2)c1
→ -17 | i | i | i | i | i | i | i | i | i | i
> CC1(C)C2SCC(=O)N2CCN1CC(=O)NN (centres undefined)
→ -8 | i | i | i | i | i | i | i | i | i | i
> COc1ccccc1N(CC(=O)NC1CCCCC1)C(=O)c1cnn(C(C)C)c1
→ -6 | i | i | i | i | i | i | i | i | i | i
> O=C(C1CCN(c2nc3ccc(Br)cc3s2)CC1)N1CCC2(CC1)OCCO2
→ -9 | i | i | i | i | i | i | i | i | i | i
> CC1=NN=C(c2ccc(N)cc2)c2cc3c(cc2C1)OCO3
→ · | i | · | · | · | i | i | · | i | i | ·
> CCOC(=O)C1(CCc2ccccc2)CCN(Cc2ccco2)CC1
→ -11 | i | i | i | i | i | i | i | i | i | i
> Cc1c(NC(=O)C(C)OC(=O)Cc2ccccc2)c(=O)n(-c2ccccc2)n1C (centres undefined)
→ -3 | i | i | i | i | i | i | i | i | i | i
> Cc1cccc(NP(C)(=O)c2nc3c(s2)CCCC3)c1 (centres undefined)
→ -6 | i | i | i | i | i | i | i | i | i | i
> Cc1ccc(NC(=O)CCNC(=O)N2C[C@H]3C[C@@H](C2)c2cccc(=O)n2C3)c(C)c1
→ -7 | i | i | i | i | i | i | i | i | i | i
> CC(=O)OC1N=C(c2ccccc2)c2ccccc2NC1=O (centres undefined)
→ -5 | i | i | i | i | i | i | i | i | i | i
> COc1ccc(C(O)C(C)NC(C)C(O)c2ccc(OC)cc2)cc1 (centres undefined)
→ -7 | i | i | i | i | i | i | i | i | i | i
> CC(Cl)(Cl)/C(=N/P(=S)(N1CCOCC1)N1CCOCC1)N1CCOCC1
→ -9 | i | i | i | i | i | i | i | i | i | i
> CN(C)C(Cc1ccc(C#N)cc1)C(=O)c1ccccc1 (centres undefined)
→ -6 | i | i | i | i | i | i | i | i | i | i
> CCOc1ccccc1-n1c(O)c(C=NCc2ccc3c(c2)OCO3)c(=O)[nH]c1=O
→ -2 | i | i | i | i | i | i | i | i | i | i
> OC(CN1CCC(c2c[nH]c3ccccc23)CC1)C(F)(F)F (centres undefined)
→ -5 | i | i | i | i | i | i | i | i | i | i
> CCc1ccc(NC(=O)CCNC(=O)N2C[C@H]3C[C@@H](C2)c2cccc(=O)n2C3)cc1
→ -6 | i | i | i | i | i | i | i | i | i | i
> Cc1ccc2c(c1)C(c1ccccc1)=NCC(=O)N2
→ -2 | i | i | i | i | i | i | i | i | i | i
> Cc1ccc(N)c(C(=O)c2ccccc2)c1
→ -12 | i | i | i | i | i | i | i | i | i | i
> CC(NS(=O)(=O)OCC(Cl)(Cl)Cl)c1ccccc1 (centres undefined)
→ -5 | i | i | i | i | i | i | i | i | i | i
> Cn1c(=O)c2c(ncn2CCCl)n(C)c1=O
→ -10 | i | i | i | i | i | i | i | i | i | i
> Cc1cc(NC(=O)CCl)no1
→ -9 | i | i | i | i | i | i | i | i | i | i
> COP(=S)(OC)c1c(C)nn(CCC#N)c1NC(=O)c1ccc(Cl)cc1
→ -8 | i | i | i | i | i | i | i | i | i | i

The list goes on.
Screens in order – hERG rescue | TMEM16A inh | RGS4 act | KCNQ1 block | RGS4 inh | TMEM16A act | KCNK3 inh | KCNQ1 pot | MrgX1 ag | MrgX1 PAM | KCNK9 inh
> O=C1/C(=C\c2ccncc2)N2CCC1CC2
→ -2 | i | i | i | i | i | i | i | i | i | i
> CCOc1ccc(NC(=O)N2C[C@H]3C[C@@H](C2)c2cccc(=O)n2C3)cc1
→ 0 | i | i | i | i | i | i | i | i | i | i
> Nc1ccccc1C(=O)OCC(=O)Nc1ccc(Br)cc1F
→ -5 | i | i | i | i | i | i | i | i | i | i
> O=C(O)c1ccc(NC(=O)N2C[C@H]3C[C@@H](C2)c2cccc(=O)n2C3)cc1
→ -7 | i | -10* | i | i | i | i | i | i | i | i
> CCc1ccc(N2C(=O)NC(=O)/C(=C\C=C\c3ccco3)C2=O)cc1
→ -1 | i | i | i | i | i | i | i | i | i | i
